Source: PubChem (Sanford-Burnham Center for Chemical Genomics)
Hsp70 inhibitors: Hsp70 inhibitors, probe displacement, primary screen, biochemical, fluorescence polarization (AID 583) | Heat shock 70 kDa protein 1A (Homo sapiens) | Hsp70 fluorescence polarization probe displacement, mP; higher % means a stronger effect | one-dose displacement, % at 20 µM; IC50 in µM for titrated hits | 140,000 tested, 0.06% active; in the data active = displacement above about 50%;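 also: plate controls were vehicle for no effect and reference ligand for full effect; a part of the inactive calls stands beside numbers as strong as those of hits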
MKP-3 inhibition: MKP-3 phosphatase inhibitors, primary screen, biochemical, rat enzyme, in vitro (AID 425); Dual specificity protein phosphatase 6 (Rattus norvegicus); recombinant MKP-3 phosphatase activity, fluorescence; higher % means a stronger effect; inhibition, % at 20 µM; hits with a dose series show IC50 in µM; 110,000 tested, 0.17% active; in the data active = inhibition above about 50%;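 also: plate controls were vehicle for no effect and reference inhibitor for full effect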
Active calls of the source: *; · = not tested or not shown; & = joins results of further samples. This is a subset. The share of hits here may be higher or lower than overall.

Results follow in this order: Hsp70 inhibitors	MKP-3 inhibition
> Cc1cc(C(=O)COC(=O)C2=NNC(=O)CC2)c(C)n1-c1ccccc1
 : -1.6%	·
> Cc1nc2sc(C(c3ccco3)N3CCC(Cc4ccccc4)CC3)c(O)n2n1 (centres undefined)
 : 4.3%	-7%
> O=C(c1ccc(Cl)c([N+](=O)[O-])c1)N1CCN(c2ccc([N+](=O)[O-])cc2)CC1
 : -0.7%	2%
> Cn1c(C(=O)NCc2cccnc2)cc2sccc21
 : -1.3%	-5%
> FC(F)(F)c1cc(-c2ccco2)nc(NCc2cccs2)n1
 : -0.5%	-5%
> CCN(CCCNC(=O)C1CCN(S(=O)(=O)N2CCOCC2)CC1)c1cccc(C)c1
 : -1.1%	6%
> CC1CN(C(=O)CCn2c(=O)oc3ccccc32)CC(C)O1 (centres undefined)
 : 0.2%	-5%
> CCCCN(CCCNC(=O)C1CCN(S(=O)(=O)N2CCOCC2)CC1)c1ccccc1
 : 6.3%	-6%
> Cc1ccc(-n2ncnc2-c2ccccc2Cl)cc1Cl
 : 1.3%	-1%
> CCOC(=O)c1cc(C(=O)OCC)cc(-n2cc(O)c(C(=O)OCC)n2)c1
 : 0.8%	·
> COc1ccc(OCC#CCNC(C)(C)C)cc1
 : 8.5%	·
> CC(c1ccco1)N(C(=O)Nc1ccccc1)C1CCCCC1 (centres undefined)
 : -3.3%	·
> O=C(NC1(C(F)(F)F)N=C2SCCN2C1=O)c1ccco1 (centres undefined)
 : -3.5%	2%
> CCS(=O)(=O)N1CCCC(c2nc(-c3cccc(OC)c3)no2)C1 (centres undefined)
 : 5.5%	8%
> CCC(=O)Nc1ccc(N2CCOCC2)cc1
 : 3.8%	0%

Entries of single compounds, quoted from the list.
Results for `O=C(c1ccc(Cl)c([N+](=O)[O-])c1)N1CCN(c2ccc([N+](=O)[O-])cc2)CC1` : Hsp70 inhibitors = -0.7%; MKP-3 inhibition = 2%
Results for `Cn1c(C(=O)NCc2cccnc2)cc2sccc21` : Hsp70 inhibitors = -1.3%; MKP-3 inhibition = -5%
Results for `CCCCN(CCCNC(=O)C1CCN(S(=O)(=O)N2CCOCC2)CC1)c1ccccc1` : Hsp70 inhibitors = 6.3%; MKP-3 inhibition = -6%

Part of the list above in order of number of heavy atoms, high to low:
Results follow in this order: Hsp70 inhibitors	MKP-3 inhibition
> O=C(c1ccc(Cl)c([N+](=O)[O-])c1)N1CCN(c2ccc([N+](=O)[O-])cc2)CC1
 : -0.7%	2%
> CC1CN(C(=O)CCn2c(=O)oc3ccccc32)CC(C)O1 (centres undefined)
 : 0.2%	-5%
> O=C(NC1(C(F)(F)F)N=C2SCCN2C1=O)c1ccco1 (centres undefined)
 : -3.5%	2%

Other records.
Results follow in this order: Hsp70 inhibitors	MKP-3 inhibition
> CCOc1cc(C(=O)Nc2ccccc2N2CCN(S(C)(=O)=O)CC2)cc(OCC)c1OCC
 : -2.2%	5%
> O=C(O)c1ccc(S(=O)(=O)c2ccc3c(c2)C(=O)N(c2ccc(Sc4ccc([N+](=O)[O-])cc4)cc2)C3=O)cc1
 : 0.8%	2%
> COc1ccc(N2CCN(c3cc(C)c4ccc(O)cc4n3)CC2)cc1
 : -2.8%	1%
> O=C(CCN1C(=O)C2C3C=CC(C3)C2C1=O)Nc1ccccn1 (centres undefined)
 : -3.1%	-6%
> Cc1ccc(NC(=O)c2c(NC(=O)c3ccc(C)cc3)sc3c2CCC3)cc1
 : -4.6%	4%
> O=C(c1ccc(F)cc1)N1CCC(O)(c2cccnc2)CC1
 : 4.9%	-2%
> N/C(=N/OC(=O)c1cccc([N+](=O)[O-])c1)c1nonc1N
 : -2.5%	4%
> CC(C)OC(=O)n1c(=S)oc2ccccc21
 : 5.3%	·
> COc1cccc(OCCOc2ccc(/C=N/n3cnnc3)cc2OC)c1
 : 0.2%	4%
> COc1ccc(CCNC(=O)Cn2nnc(-c3ccc(N4CCOCC4)cc3)n2)cc1OC
 : -1.1%	1%
> CCCCOc1c([N+](=O)[O-])cc([N+](=O)[O-])c2nsnc12
 : 1.5%	4%
> CCOC(=O)C1=C(O)/C(=C/c2ccc(O)c(OCC)c2)SC1=Nc1ccc([N+](=O)[O-])cc1
 : -6.3%	4%
> c1cncc(-c2nc(-c3cccs3)cs2)c1
 : 0.8%	2%
> O=C(Cc1ccccc1)Nc1ccc2oc(-c3ccc(Cl)cc3Cl)nc2c1
 : 2.2%	-1%
> CCN(CCCNC(=O)CC(C(=O)N1CCc2ccccc21)n1ccnc1)c1cccc(C)c1 (centres undefined)
 : -3.4%	1%
> CCCCCc1ccc(/C(C)=N/Nc2nc(C)cc(=O)[nH]2)cc1
 : -30%	0%
> COC(=O)c1ccccc1NS(=O)(=O)c1c(C)cc(C)cc1C
 : 5.9%	-4%
> CC1=C(C(=O)Nc2ccc(Br)cc2)C(c2ccccc2F)NC(=S)N1 (centres undefined)
 : -3.9%	4%
> CC1=C(C)CC2C(=O)N(c3ccc(Cl)cc3Cl)C(=O)C2C1 (centres undefined)
 : -4.5%	5%
> CCOc1ccccc1N(CC(=O)NC(C)(C)C)C(=O)Cn1nnc(-c2ccc(C)o2)n1
 : 1.1%	-17%
> O=C(O)Cn1cc(/C=N\Nc2ccc([N+](=O)[O-])cn2)c2ccccc21
 : -3.3%	7%
> COC(=O)c1ccc(Cn2cnc3ccccc3c2=O)cc1
 : 1.2%	-5%
> COc1ccc(OC)c(NC(=S)NC(NC(=O)c2cc(OC)c(OC)c(OC)c2)C(Cl)(Cl)Cl)c1 (centres undefined)
 : -1.0%	0%
> COc1ccc(/C=C/C(=O)c2cccc([N+](=O)[O-])c2)c(OC)c1
 : -4.2%	1%
> C=CCSc1[nH]c(=O)c(C(=O)OCC)cc1C#N
 : 9.1%	-1%
> COc1ccc(Br)cc1/C=N\n1c(C)nnc1C
 : -4.6%	2%
> COC(=O)CNc1cccc(C(=O)O)c1
 : 4.1%	0%
> CN(C)CCNC(=O)Cn1nc(C(F)F)cc1C1CC1
 : 4.6%	-6%
> CC(Cc1ccc(O)c(O)c1)C(C)Cc1ccc(O)c(O)c1 (centres undefined)
 : -1.8%	-12%
> O=C1C2C3C=CC(C2C(=O)N1Cc1cccnc1)C1C(=O)N(Cc2cccnc2)C(=O)C31 (centres undefined)
 : 0.6%	1%
> CC1(C)CC(=O)C(C=NC2CCCCC2)=C(O)C1
 : 1.7%	-4%
> Cc1nc(-n2cc(F)c(=O)[nH]c2=O)c2nc(C)oc2n1
 : -4.2%	-2%
> CC(=O)NC1=NN(C(C)=O)C(C)(c2cccc([N+](=O)[O-])c2)S1 (centres undefined)
 : 3.5%	4%
> O=C(NCC1CCCCN1)c1cc(OCC(F)(F)F)ccc1OCC(F)(F)F (centres undefined)
 : 0.6%	-2%
> CC1CCCN(S(=O)(=O)c2ccc(NC(=O)CCN3C(=O)c4ccccc4C3=O)cc2)C1 (centres undefined)
 : 0.6%	·
> Cc1ccc(CNc2ncc(-c3ccc4c(c3)OCO4)n2C)cc1
 : 3.3%	-6%
> CCC(c1nnnn1CCc1ccccc1)N(Cc1ccco1)Cc1cc2cccc(C)c2[nH]c1=O (centres undefined)
 : -2.7%	-1%
> Cc1cccc(-c2cc(NC(=O)c3ccc(F)cc3)n[nH]2)c1
 : -0.9%	-2%
> CCCCNC(=O)CSc1nc2cc3c(cc2c(=O)n1CCCN(CC)CC)OCO3
 : 2.3%	0%
> CCCN(CCC)CCNC(=O)c1cc2c(C)nc3ccccc3c2o1
 : -0.1%	-4%
> COc1ccccc1C1C(C(C)=O)=C(C)N=c2s/c(=C\c3cc(OC)c(OC)c(OC)c3)c(=O)n21 (centres undefined)
 : -6.9%	·
> CC(C)CNc1oc(-c2ccco2)nc1C#N
 : -0.7%	·
> Cc1cc2c(cc1C)CN(c1cccc(C(=O)N/N=C/c3ccc(O)c(O)c3)c1)C2
 : -2.0%	4%
> CCCCNC(=S)Nc1ccc(Cl)cc1Cl
 : -2.4%	0%
> O=C(N/N=C/c1cccc(Cl)c1)C(O)(c1ccccc1)c1ccccc1
 : 6.8%	0%
> COc1ccc(Cl)cc1NC(=O)CN(C(=O)c1ccco1)C1CCCCC1
 : 6.1%	-6%
> N#Cc1cc(-c2ccccc2)nnc1Sc1ccccc1
 : -7.0%	·
> Cc1ccc(-c2nn(CC(=O)NCc3cc(-c4nn(C)c(=O)c5ccccc45)ccc3C)c(=O)c3ccccc23)cc1
 : 4.0%	·
> Cc1nc2c(c(N3CCOCC3)n1)OCC(=O)N2
 : 5.5%	0%
> CC(C)(C)NCCCCOc1c(Cl)cccc1Cl
 : -1.9%	0%
> CCOC(=O)c1c(-c2ccccc2)oc2ccc(OCC(=O)OCc3ccccc3)cc12
 : -1.3%	3%
> N#CCCN1CCN(Cn2c3ccccc3c3ccccc32)CC1
 : 1.4%	2%
> COCCNC(=O)NC(=O)COC(=O)Cc1ccc2c(c1)OCCO2
 : -2.8%	4%
> Cc1ccc(OCC(=O)Nc2cccc(-c3nc4ncccc4o3)c2)cc1C
 : 1.0%	6%
> Cc1[nH]c2ccccc2c1C(=O)COC(=O)C1CC(=O)N(Cc2ccccc2)C1 (centres undefined)
 : 5.5%	·
> Cc1[nH]c(=O)c(C#N)c(C)c1Br
 : 10%	-6%
> C(=N\Nc1nc(N2CCOCC2)nc(N2CCOCC2)n1)/c1ccc2c(c1)OCO2
 : 1.5%	0%
> CCOC(=O)c1c(C)c(C(=O)NCCCOC(C)C)c(C)n1C
 : 1.1%	9%
> COc1ccc(Nc2oc(COc3ccc(C)cc3)nc2C#N)cc1
 : 4.7%	·
> COc1ccccc1CN(CC(=O)NCc1ccco1)C(=O)CNS(=O)(=O)c1ccccc1
 : -0.1%	-11%

Next part
Results follow in this order: Hsp70 inhibitors	MKP-3 inhibition
> O=C(NCCc1ccccc1)C1CCCN1C(=O)NCc1ccccc1 (centres undefined)
 : -0.9%	-10%
> COC(=O)CCN(C(=O)C12CC3CC(CC(C3)C1)C2)c1ccccn1
 : 6.7%	·
> CNC(=O)c1ccc(N(Cc2ccccc2)S(C)(=O)=O)cc1
 : 3.9%	-3%
> O=[N+]([O-])c1cccc(Cl)c1N1CCN(CCO)CC1
 : -3.3%	2%
> CC(C)N(Cc1nnc(-c2ccccc2Cl)o1)C(=O)c1cccc(C#N)c1
 : 0.7%	4%
> CC1=Cc2cc([N+](=O)[O-])ccc2OC12C=Cc1c(ccc3ccccc13)O2 (centres undefined)
 : 1.1%	2%
> O=C(OC(C(=O)NCC1CCCO1)c1ccc(F)cc1)c1ccco1 (centres undefined)
 : -5.7%	-4%
> C=CCSc1nnc(-c2ccccc2)o1
 : 3.3%	-2%
> CC1CCN(C(=O)COC(=O)c2ccc(Br)o2)CC1
 : 0.2%	·
> O=C(CCc1nc(-c2ccccc2)c(-c2ccccc2)o1)OCc1ccc(Cl)cc1
 : -1.0%	·
> CC(C)c1ccc(-c2nc3sc4c(c3c(=O)[nH]2)CCCC4)cc1
 : -0.5%	3%
> CC(C)Sc1nc(N2CCOCC2)c2c(c1C#N)CC(C)(C)N(C)C2
 : -1.8%	·
> COc1ccc(CNS(=O)(=O)c2cc(OCC(N)=O)c(C)cc2Cl)cc1
 : -5.7%	·
> COc1ccc(CC(=O)c2c(O)cc(O)cc2O)cc1OC
 : 3.1%	·
> O=C1OC(c2ccccc2)/C(=C(/O)c2ccc(Cl)cc2)C1=O (centres undefined)
 : 5.2%	·
> CCOC(=O)CCCSc1nnc(CCCN2C(=O)c3cccc4cccc(c34)C2=O)n1-c1ccccc1
 : 5.5%	-1%
> CC(CN1CCNCC1)(NS(=O)(=O)c1ccccc1)c1ccccc1 (centres undefined)
 : 0.5%	-1%
> COc1cccc(-c2nc(Cc3ccc(OC)c(OC)c3)no2)c1
 : -1.0%	-7%
> Cc1nc2c(c(=O)n1CCC(C)C)c1nc3ccccc3nc1n2Cc1ccc2c(c1)OCO2
 : -1.4%	-15%
> COc1ccc(NC(=O)N2CCN(c3nc(-c4cccc(OC)c4)cs3)CC2)cc1
 : -7.5%	-6%
> Cc1nc2ccccc2c2oc(C(=O)N3CCc4ccccc43)cc12
 : 6.4%	4%
> CC1(C)N(O)CC(c2cccs2)=[N+]1[O-]
 : 5.5%	-1%
> CN(Cc1ccccc1)c1oc(-c2ccco2)nc1C#N
 : 3.7%	-2%
> c1ccc(-n2ncc3c(NCc4ccco4)ncnc32)cc1
 : -14%&-1.0%	-10%&2%
> COc1ccccc1CNC(=O)c1cc(Cl)ccc1Cl
 : 1.6%	-1%
> COc1ccc(Cl)cc1N(CC(=O)N1CCC(C)CC1)S(=O)(=O)c1ccc(C)c([N+](=O)[O-])c1
 : -3.3%	4%
> CC(C)c1ccccc1NC(=S)NN(Cc1ccccc1)c1ccccc1
 : -4.3%	·
> Cc1cc(/C=N/N2C(=O)c3ccccc3C2=O)c(C)n1-c1ccccc1
 : 4.1%	0%
> CCOC(=O)c1c(NC(C)=O)sc2c1CCC(C=NCCCN(CC)CC)=C2Sc1ccccc1
 : -3.5%	·
> COCCCNC(=O)CCc1nc(-c2ccccc2Cl)no1
 : 4.2%	-1%
> Cn1c(=O)c2c(nc(NCc3cccnc3)n2Cc2ccc(Cl)cc2)n(C)c1=O
 : 0.2%	·
> CC(Oc1ccccc1)C(=O)Nc1ccc(Cl)c(C(N)=O)c1 (centres undefined)
 : -4.1%	0%
> O=C(CCNc1ccc2c(c1)oc1ccccc12)c1ccc(Br)cc1
 : 7.9%	0%
> COc1ccccc1-c1cc(-c2ccc(Br)cc2)nc(=O)[nH]1
 : 2.1%	-1%
